Assay outcomes from PubChem BioAssay.
rTrxR1 inhibitor: qHTS Assay for Inhibitors of Mammalian Selenoprotein Thioredoxin Reductase 1 (TrxR1): qHTS. Thioredoxin reductase 1, cytoplasmic (Rattus norvegicus), O89049. recombinant rTrxR1, NADPH fluorescence consumption, selenite substrate. Potency, µM (titrated, usually from 114 µM), inactives show at the top dose activity change, negative = inhibition, usual class: inhibitors. actives 1% (n = 390,000). AID 588453, 2011; also: potency is read from the fitted curve at half-maximal effect; % is scaled to controls: 0 for no effect and ±100 for the full control effect; nearly all actives have a fitted effect of over 65% in size
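Rat TrxR1 (90 nM in the dispensed reagent) was pre-reduced with 400 uM NADPH for 5 min at room temperature, then incubated with compound for 15 min. After 400 uM selenite was added, NADPH fluorescence (Ex 340/Em 450 nm) was followed for 8 min.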
PGK inhibitor: qHTS Assay to Find Inhibitors of Phosphoglycerate Kinase | PGK/GAPDH coupled, Kinase-Glo luminescence, 60 min | Potency, µM (titrated, usually from 57.5 µM), for inactives: at the top dose activity change, negative = inhibition, usual class: inhibitors | actives 0.043% (n = 380,000) | AID 602233, 2012; also: potency is read from the fitted curve at half-maximal effect; % is scaled to controls: 0 for no effect and ±100 for the full control effect; nearly all actives have a fitted effect of over 60% in size
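Recombinant glycosomal PGK reaction used 1,3-bisphosphoglycerate generated in-well by GAPDH (100nM final) in 100mM TEA pH 7.6, 5mM MgCl2, 0.01% Tween-20. After 60 minutes at room temperature, ATP was read by Kinase-Glo Plus luminescence end-point.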
USP1-UAF1 inh: Inhibitors of USP1/UAF1: Primary Screen | Potency, µM (highest dose often 57.1 µM), inactives show top-dose activity change, negative = inhibition, most hits filed as inhibitors | recombinant USP1/UAF1, Ub-Rhodamine cleavage fluorescence | Ubiquitin carboxyl-terminal hydrolase 1 (Homo sapiens), O94782 | actives 0.23% (n = 390,000); also: potency is read from the fitted curve at half-maximal effect; % is scaled to controls: 0 for no effect and ±100 for the full control effect; nearly all actives have a fitted effect of over 60% in size; inactives centre near -12
Target sequence (O94782 whole entry, looked up): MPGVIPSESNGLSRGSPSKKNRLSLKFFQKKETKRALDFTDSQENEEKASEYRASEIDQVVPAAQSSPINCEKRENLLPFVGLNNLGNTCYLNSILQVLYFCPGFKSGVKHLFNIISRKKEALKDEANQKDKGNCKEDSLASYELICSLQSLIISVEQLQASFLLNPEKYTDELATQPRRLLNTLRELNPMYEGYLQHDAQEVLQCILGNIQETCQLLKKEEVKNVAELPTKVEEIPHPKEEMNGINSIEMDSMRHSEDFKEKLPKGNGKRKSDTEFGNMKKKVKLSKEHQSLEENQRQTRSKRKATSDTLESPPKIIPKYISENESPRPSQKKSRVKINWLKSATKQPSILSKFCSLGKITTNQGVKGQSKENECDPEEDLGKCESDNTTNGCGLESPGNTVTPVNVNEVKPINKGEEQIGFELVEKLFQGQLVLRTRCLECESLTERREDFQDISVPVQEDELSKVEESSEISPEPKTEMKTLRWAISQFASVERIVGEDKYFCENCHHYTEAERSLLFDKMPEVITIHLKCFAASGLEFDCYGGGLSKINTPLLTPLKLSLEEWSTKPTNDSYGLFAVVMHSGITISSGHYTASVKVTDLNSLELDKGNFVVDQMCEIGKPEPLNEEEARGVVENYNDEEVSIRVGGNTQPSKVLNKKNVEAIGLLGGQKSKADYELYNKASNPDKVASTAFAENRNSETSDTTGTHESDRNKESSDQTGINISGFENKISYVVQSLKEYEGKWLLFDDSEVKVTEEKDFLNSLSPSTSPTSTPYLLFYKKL
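USP1/UAF1 complex (1 nM) preincubated 15 min at room temperature with compound, then Ub-Rho substrate (150 nM final) added. Kinetic fluorescence at 480/540 nm over 6 reads at 60 s intervals; 50 mM HEPES pH 7.8, 0.5 mM EDTA, 0.1 mg/ml BSA, 1 mM TCEP, 0.01% Tween-20.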
PI4K2A block: qHTS for small molecular inhibitors of PI4K2A. Phosphatidylinositol 4-kinase type 2-alpha (Homo sapiens), Q9BTU6. purified PI4K2A, ADP-Glo luminescence, 1 h; hits give low values. activity change, negative = inhibition, % at 76.9 µM. actives 0.13% (n = 420,000); in the data active = activity change below about -50%; inconclusive = mostly about -30% to -49%;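 also: -100% = wells without enzyme as full effect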
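In this quantitative HTS, ADP production by PI4K2A was quantified luminescently after 1 h at ambient temperature; 100 microM adenosine served as plate-quality control.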
Pin1 inh: qHTS Assay to Find Inhibitors of Pin1. Pin1 FP peptide displacement, HiFluor488, 10 min. Potency, µM (highest dose often 115 µM), for the others: top-dose activity, negative = inhibition, hits mostly inhibitors. actives 0.009% (n = 390,000); active = well fitted inhibition curve with a large enough effect in the polarisation, with a control signal flat, not every such curve was filed as active; inconclusive = small, poorly fitted or top-dose-only effect, or effect the other way, or a change in a side signal; inactive = no such curve, though single readings can be large or run the other way; the % refers to the polarisation; also: potency is read from the fitted curve at half-maximal effect; % is scaled to controls: 0 for no effect and ±100 for the full control effect
Target sequence (Q13526 whole entry, looked up): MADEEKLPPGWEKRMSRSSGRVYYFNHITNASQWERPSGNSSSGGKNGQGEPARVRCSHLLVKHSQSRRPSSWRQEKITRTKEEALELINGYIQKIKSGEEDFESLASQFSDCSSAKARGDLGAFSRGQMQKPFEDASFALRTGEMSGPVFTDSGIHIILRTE
mIDH1 inhibitor: qHTS for Inhibitors of mutant isocitrate dehydrogenase 1 (IDH1): qHTS; Isocitrate dehydrogenase [NADP] cytoplasmic (Homo sapiens), O75874; IDH1-R132H enzyme, NADPH consumption, diaphorase/resazurin fluorescence; Potency, µM (highest dose often 76.6 µM), for inactives: top-dose activity change, negative = inhibition, usual class: inhibitors; actives 0.093% (n = 390,000); AID 602179, 2012; also: potency is read from the fitted curve at half-maximal effect; % is scaled to controls: 0 for no effect and ±100 for the full control effect; nearly all actives have a fitted effect of over 65% in size
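IDH1-R132H (0.5 ug/mL) preincubated 30 min with compound, then NADPH (0.016 mM) and alpha-KG (2 mM) added; 80 min at RT, pH 7.5. Remaining NADPH coupled via diaphorase/resazurin to fluorescence (540/590 nm); concentration-response curves normalized to no-enzyme control.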
HP1b binding inh: HTS for Inhibitors of HP1-beta Chromodomain Interactions with Methylated Histone Tails; Potency, µM (doses to about 114 µM), without a hit: top-dose activity change, negative = inhibition, actives largely listed as inhibitors; Chromobox protein homolog 1 (Homo sapiens), P83916; AlphaScreen HP1-beta / biotin-H3K9me3 peptide binding; AID 540317, 2011; actives 0.56% (n = 390,000); also: potency is read from the fitted curve at half-maximal effect; nearly all actives have a fitted effect of over 70% in size; inactives centre near 23
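AlphaScreen: HP1-beta (50 nM) preformed 30 min with biotin-H3(1-18)K9me3 peptide (50 nM) in PBS pH 7.4, 0.01% Tween-20. Compound added for 30 min at RT, then streptavidin donor/nickel chelate acceptor beads (10 ug/mL) for 30 min.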
GLS inhibitor: qHTS for Inhibitors of Glutaminase (GLS); Glutaminase kidney isoform, mitochondrial (Homo sapiens), O94925; actives 0.21% (n = 410,000); Potency, µM (doses to about 45.5 µM), for the others: top-dose activity change, negative = inhibition, most hits filed as inhibitors; AID 624170, 2012; GLS enzymatic activity, qHTS titration; also: potency is read from the fitted curve at half-maximal effect; % is scaled to controls: 0 for no effect and ±100 for the full control effect
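Assay buffer: 45 mM KH2PO4 pH 8.2, 0.02% Tween-20. hKGA acts on L-glutamine (1 mM solution added); product glutamate is reported by an oxidase/peroxidase Amplex Red coupling, with fluorescence taken at baseline and 30 min.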
TrxR1 substrate: qHTS Assay for Substrates of Mammalian Selenoprotein Thioredoxin Reductase 1 (TrxR1): qHTS | Thioredoxin reductase 1, cytoplasmic (Rattus norvegicus), O89049 | purified TrxR1 substrate turnover, NADPH consumption readout | Potency, µM (top dose mostly 114 µM), for inactives: at the highest dose activity change, negative = substrate turnover | actives 0.01% (n = 390,000) | AID 588456, 2011; also: potency is read from the fitted curve at half-maximal effect; % is scaled to controls: 0 for no effect and ±100 for the full control effect; nearly all actives have a fitted effect of over 50% in size
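Rat TrxR1, dispensed at 90 nM, was prereduced with 400 uM NADPH (final) for 5 min at ~22 deg C, then incubated with compound 15 min before 400 uM selenite. A first-read NADPH fluorescence drop versus no-compound background flagged substrates.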
Numbers without * were called inactive; i = inactive; ? = inconclusive; . = no result given; [ ] = dose if it differs, or a comment. Unless noted, calls follow the shape of the dose curve; as a rule, active = well fitted curve in the direction sought with a large enough effect; inconclusive = small, poorly fitted or top-dose-only effect, or another doubt; inactive = no such curve, though single readings can be large; an effect the other way counts as inactive or inconclusive.

SMILES	rTrxR1 inhibitor	PGK inhibitor	USP1-UAF1 inh	PI4K2A block	Pin1 inh	mIDH1 inhibitor	HP1b binding inh	GLS inhibitor	TrxR1 substrate
CN(C)c1ccc(S(=O)(=O)N2CCCCC2)cc1NC(=O)C1CSC2(C)CCC(=O)N12 (configuration not stated)	18%	-1%	-10%	4	2%	-7%	11%	-2%	-4%
CCC(C)(C)NC(=O)c1ccc2c(c1)OCCO2	7%[57.1 µM]	2%	2%	8	-2%	3%	23%	3%	0%[57.1 µM]
O=C1COC(c2ccccc2)=CN1Cc1ccccc1	10%	1%	-22%	0	-3%	-10%	20%	9%	4%[57.1 µM]
CN=C(Nc1cc(Cl)ccc1Cl)SC1CC(=O)N(c2ccc(C(=O)OC)cc2)C1=O (configuration not stated)	8%[57.1 µM]	-8%	-26%	-1	4%	-1%	12%	2%	7%[57.1 µM]
CC1CCCN(C(=O)C2CCN(c3ncnc4c3nc3n4CCCCC3)CC2)C1 (configuration not stated)	16%	i	-15%	-1	-3%	-1%	14%[57 µM]	9%	-1%
O=C(Oc1cccc2c(O)cccc12)c1ccccc1	-7%	-9%	-24%	5	2%	3%	2%	15%	-8%
CCN(CC)CCN(Cc1cc2cc3c(cc2[nH]c1=O)OCCO3)C(=O)NC1CCCCC1	-18%	-1%	-3%	8	-8%	10%	16%	-3%	35%[activator]
CC(C)=C(NC(=O)c1ccccc1)C(=O)N/N=C/c1ccc(O)cc1	-13%	-10%	-20%	-2	43%[activator]	-2%	14%	14%	-6%
CCn1cc(S(=O)(=O)Nc2cccnc2)cn1	22%	-13%	-25%	1	-8%	-4%	29%	6%	7%
CC1CCCN(S(=O)(=O)c2ccc(NC(=O)CN3C(=O)NC(C)(c4ccccc4)C3=O)cc2)C1 (configuration not stated)	-7%	2%	-7%	2	8%	6%	-5%	17%	-17%
CCn1c(CO)nc2c1c(=O)[nH]c(=O)n2Cc1ccccc1	-45%[57.1 µM]	-6%	-4%	0	-13%	10%	31%	7%	11%
Cc1c(-c2ccc(Cl)cc2Cl)nc2ccccc2c1C(=O)NCCN1CCOCC1	8%	i	-9%	3	-1%	2%	16%	1%	-5%
COCCCN1CN(S(=O)(=O)c2ccc(Cl)cc2)c2nc3ccccc3nc21	-12%	6%	-16%	-14	?	3%	9%	6%	12%
O=C(NC1(C(F)(F)F)NC(=O)N(Cc2cccnc2)C1=O)c1ccncc1 (configuration not stated)	7%	-4%	-14%	0	-4%	3%	16%	14%	10%
CCOC(=O)CNC(=O)CSc1nnc(-c2ccc(OC)cc2)n1CC	14%	8%	-4%	0	-2%	-1%	11%	2%	7%[57.1 µM]
Cc1cc(OCC(=O)N2CCOCC2)ccc1NC(=O)C1CCCCC1	21%	i	3%	1	-2%	-2%	37%[activator]	-9%	3%
CC(Cl)c1cc(-c2ncc(C(F)(F)F)cc2Cl)no1 (configuration not stated)	-1%	4%	-14%	0	-5%	2%	69%[activator]	5%	-5%
CCN(CC)c1ccc(C2NC(=O)c3ccccc3N2)cc1 (configuration not stated)	13%[11.4 µM]	1%	-21%	6	-5%	-5%	11%	-1%	10%[11.4 µM]
COc1ccc(Cl)cc1S(=O)(=O)N1CCC(C(=O)N2CCOCC2)CC1	11%	-2%	3%	1	-1%	6%	6%	0%	3%
C(=C\c1ccccc1)/CSc1nnc(-c2cccnc2)n1Cc1ccco1	?	-10%	-17%	7	10%	8%	11%	.	-9%
O=C(CN1CCC(n2nnc3cc(F)ccc32)CC1)NCc1ccco1	-16%	-5%	-8%	5	-1%	0%	12%	1%	1%
CCc1cc(C(c2ccncc2)N2CCN(C)CC2)c(NC(=O)c2ccccc2)s1 (configuration not stated)	-16%	i	-9%	-1	-4%	2%	16%	1%	-8%
CC1(C)C2CC=C(/C=N/NC(=O)C(N)=O)C1C2 (configuration not stated)	17%	-7%	-14%	1	8%	-6%	19%[57 µM]	14%	-5%
O=C(OCc1cc2ccccc2[nH]c1=O)c1cccs1	2%	i	-17%	-4	10%	2%	37%	-11%	0%
N#Cc1sc(NCc2ccccn2)nc1Cl	10%	3%	-17%	9	-1%	0%	31%	-7%	6%
Cc1cc(Cl)ccc1OCC(=O)N1CCCN(C(=O)COc2ccc(Cl)cc2C)CC1	-11%	-6%	-6%	3	39%[activator]	2%	36%	1%	-12%
Cc1cccc(NC2SC(=O)NC2=O)c1 (configuration not stated)	15%	2%	-5%	-3	-3%	-10%	0%	2%	6%[57.1 µM]
Cn1c(=O)c2c(-c3ccc(Cl)cc3)n(Cc3ccccc3)cc2n(C)c1=O	17%	1%	-22%	-3	6%	0%	28%	-7%	38%[activator]
O=C1C=CC(O)C2(CO)OC12 (configuration not stated)	.	-12%	-27%	-26	.	1%	.	-15%	.
CN(C)c1ccc(N=Nc2ccccc2C(=O)OCC(=O)N2CCCCCC2)cc1	-4%	4%	-20%	-4	?	3%	18µM*	17%	-6%
Cc1cc(Cl)c(S(=O)(=O)NCc2cccnc2)cc1OCC(N)=O	-4%	-10%	-8%	0	-1%	4%	63%[activator]	-6%	-5%
O=C(COC(=O)c1ccc(OC(F)F)cc1)NCC1CCCO1 (configuration not stated)	.	-2%	-13%	5	.	-2%	.	1%	.
COC(=O)c1cn(C(=O)c2ccc(Cl)cc2)c2ccccc12	10%	-1%	-15%	0	0%	0%	136%[activator]	2%	-3%
COc1ccc([C@H]2C[C@@H](O)[C@H](n3cc(COC(=O)c4ccccc4)nn3)CN2C(=O)c2cccs2)cc1	.	-2%	-15%	0	.	0%	.	1%	.
COc1ccc(NC(=O)CCn2cccn2)cc1OC	39%[activator][57.1 µM]	-13%	?	-1	-6%	5%	34%	1%	13%[57.1 µM]
COc1ccccc1CNC(=O)c1cnc2ccccn2c1=O	-13%	-2%	-22%	-5	-3%	-2%	28%	?	0%
CC(NC(=O)c1cccs1)c1ccccc1 (configuration not stated)	-6%	4%	1%	3	1%	7%	36%	4%	-8%
CCCC1C2C(=O)N(c3ccccc3OC)C(=O)C2ON1c1ccccc1 (configuration not stated)	?	i	-15%	3	1%	0%	78%	-2%	-4%
CC1(OC(=O)C2CCCC2)C(=O)C=C2C=C(c3ccc(C#N)cc3)OC=C2C1=O (configuration not stated)	?	-27%	32µM*	-18	-26%	-6%	?	?	-4%
Cn1c(=O)c2ncn(C)c2n(C)c1=O	12%	5%	-12%	3	2%	-1%	7%	-15%	1%
Cc1nc2sc(C(=O)O)c(N)c2c2c1COC(C)(C)C2	?	11%	-2%	-3	8%	2%	11%	-8%	0%
CCCCC(C(=O)NC(C)(C)C)N(Cc1ccco1)C(=O)c1snc(C(N)=O)c1N (configuration not stated)	-11%	7%	-15%	-1	-11%	-4%	22%	6%	-1%
CC1CCN(C(=O)c2ccc(NC3=C(Cl)C(=O)N(Cc4ccccc4)C3=O)cc2)CC1	-7%	0%	?	-3	?	4%	-10%	-8%	-17%
COc1ccccc1NC(=O)c1oc2ccccc2c1NC(=O)Cc1ccccc1	18%	i	9%	-13	16%	-5%	35%	-7%	42%[activator]
Cc1ccc(NC(=O)COC(=O)CCc2nc3ccccc3c(=O)[nH]2)c(Br)c1	5%[57.1 µM]	-10%	-5%	2	3%	9%	35%	7%	6%
COc1ccc(-c2cc(C(F)(F)F)nc(SCC(=O)NCCCN3CCOCC3)n2)cc1	-25%	-1%	-3%	0	-4%	-4%	48%[activator]	4%	40%[activator]
COc1ccccc1CNC(=O)c1c(O)nc2c(C)cccn2c1=O	0%	i	-9%	4	-1%	-2%	-7%	-14%	0%
CC1CCC(CC(=O)O)(C(=O)O)CC1 (configuration not stated)	-2%[2.29 µM]	-7%	?	8	-1%	-2%	10%[57 µM]	-10%	11%[57.1 µM]
CCN(C(=O)COC(=O)C1CCN(S(=O)(=O)c2ccc(C)c(C)c2)CC1)C1CCCCC1	24%	i	-23%	0	0%	4%	24%	-7%	5%
COC(=O)c1cc(NC(=O)c2cc(-c3ccccc3Cl)oc2C(F)(F)F)ccc1N1CCOCC1	27%	-8%	-25%	-1	0%	-2%	21%	0%	3%
COc1ccc(CCNC(=O)c2cc(C3CC3)on2)cc1OC	8%	-9%	-7%	-4	-6%	1%	30%	0%	-6%

This is a subset, so the mix of outcomes need not match the whole.
